Screening results (PubChem BioAssay)
MBD2 inh – inhibitors of human MBD2 binding to methylated oligonucleotide | actives 0.31% (n = 370,000) | Q9UBB5 | inhibition, % at 4.4 µM | TR-FRET; in the data active = inhibition above about 13%
mABHD4 FP – ABHD4 (mouse) inhibition, primary FP screen; actives 0.54% (n = 370,000); AID 720543; Q8VD66; inhibition, % at 8.92 µM; purified mABHD4, FP-Rh probe fluorescence polarization;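 active = inhibition exceeding the mean over every tested compound plus 3 SD, cut at about 30% in these data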;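 note: 0% = plate median of compound wells and 100% = S159A mutant with DMSO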
Target sequence (Q8VD66 whole entry, looked up): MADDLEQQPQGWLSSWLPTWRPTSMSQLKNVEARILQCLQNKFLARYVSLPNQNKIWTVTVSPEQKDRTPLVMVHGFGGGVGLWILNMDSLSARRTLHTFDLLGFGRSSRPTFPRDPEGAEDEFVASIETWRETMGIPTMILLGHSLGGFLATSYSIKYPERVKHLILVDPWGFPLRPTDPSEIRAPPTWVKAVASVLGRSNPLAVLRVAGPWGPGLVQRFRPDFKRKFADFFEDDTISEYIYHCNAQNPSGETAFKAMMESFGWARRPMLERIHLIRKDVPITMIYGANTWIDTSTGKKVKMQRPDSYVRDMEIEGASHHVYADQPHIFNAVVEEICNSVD
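Material: mouse ABHD4 enzyme, wild type; Benchmarks: S159A mutant high control, sample median low control; Buffer or medium: HEPES pH 7.0, NaCl, Pluronic buffer; Signal: fluorescence polarization; Read-out: percent inhibition of probe binding, normalized to plate controls; Timing: pre-incubation 45 min, probe exposure 60 min, at 25 °C; Dosing: 8.92 µM, single dose.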
HTRA1 inh – blocks human HTRA1 serine peptidase | Q92743 | recombinant HTRA1, FP-rhodamine activity-based probe, fluorescence polarization | inhibition, % at 5.96 µM | actives 0.5% (n = 340,000); in the data active = inhibition above about 36%;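 note: 0% = enzyme with DMSO and 100% = wells lacking enzyme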
rCAG binder – r(CAG) repeat RNA binding; TO-PRO-1 dye displacement fluorescence; inhibition, % at 3 µM; actives 1.3% (n = 370,000);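 active = inhibition above the plate cutoff, the mean of all test compounds on that plate plus 3 SD, cut at about 35% in these data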;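 note: 0% = DMSO alone and 100% = 100 µM mitoxantrone as full dye displacement; higher means more dye released from RNA so lower well fluorescence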
PRMT1 inh – PRMT1 (human) inhibition, primary screen; actives 1.3% (n = 370,000); recombinant PRMT1, activity-based probe fluorescence polarization; AID 652257; Q99873; inhibition, % at 2.79 µM;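 active = inhibition above about 21% made by adding two undisclosed values, limit read from the data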
Target sequence (Q99873 whole entry, looked up): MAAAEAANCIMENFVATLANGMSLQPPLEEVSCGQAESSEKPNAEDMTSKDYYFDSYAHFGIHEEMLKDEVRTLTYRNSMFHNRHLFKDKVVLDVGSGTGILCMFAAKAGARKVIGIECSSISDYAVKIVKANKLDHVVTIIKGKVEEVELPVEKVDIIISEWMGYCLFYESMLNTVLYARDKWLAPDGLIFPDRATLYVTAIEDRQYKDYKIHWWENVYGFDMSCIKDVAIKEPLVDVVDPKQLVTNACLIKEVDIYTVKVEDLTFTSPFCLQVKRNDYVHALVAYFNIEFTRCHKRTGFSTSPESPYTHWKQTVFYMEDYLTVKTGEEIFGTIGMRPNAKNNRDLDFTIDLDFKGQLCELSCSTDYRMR
TCR-CD3 inh – human TCR-CD3 binding inhibition; AID 651800; TAMRA-labeled TCR probe fluorescence, biochemical; actives 0.37% (n = 360,000); inhibition, % at 9.4 µM; in the data active = inhibition above about 19%;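 note: recombinant mutant TCR 2C K166C tagged with TAMRA read by polarization; 0% = receptor in buffer alone and 100% = receptor with positive control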
SIAE inh – inhibitors of human sialic acid acetylesterase SIAE | Q9HAT2 | SIAE FP-Rh probe binding, fluorescence polarization | inhibition, % at 9.66 µM | actives 0.69% (n = 370,000) | AID 1053197;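 active = inhibition above a cutoff: mean of compounds within the control limits plus 3 SD of those, cut at about 17% in these data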;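 note: 0% = plate median of compound wells and 100% = probe without SIAE protein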
LEDGF integ inh – blocks HIV-1 LEDGF/p75-dependent DNA integration | actives 0.64% (n = 370,000) | inhibition, % at 3.7 µM | TR-FRET IN-LEDGF/p75 DNA integration, Eu/Cy5;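 active = inhibition above the screen-wide mean plus 3 SD, cut at about 13% in these data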;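 note: signal is the Cy5 over europium emission ratio at 671 and 618 nm; 0% = plate median of compound wells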
GC-B act – GC-B (human) receptor activation. HEK293-GC-B cells, CNP EC30, cGMP TR-FRET; 0% at EC30 CNP, 100% saturating CNP. AID 1920062. activation, % at 10 µM. P20594. actives 0.11% (n = 370,000);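 active = activation at 10 µM reaching about 35% in either raw or pattern-adjusted values, limit read from the data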
TDP2 absorb – blocks human TDP2 phosphodiesterase activity. O95551. recombinant TDP2, T5PNP hydrolysis, p-nitrophenol absorbance 415 nm. inhibition, % at 12.8 µM. actives 0.34% (n = 370,000);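 active = inhibition above the mean of all tested compounds plus 3 SD, set per campaign, cut at about 25% in these data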;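 note: 0% = DMSO with enzyme and 100% = buffer with substrate but no TDP2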
Target sequence (O95551 whole entry, looked up): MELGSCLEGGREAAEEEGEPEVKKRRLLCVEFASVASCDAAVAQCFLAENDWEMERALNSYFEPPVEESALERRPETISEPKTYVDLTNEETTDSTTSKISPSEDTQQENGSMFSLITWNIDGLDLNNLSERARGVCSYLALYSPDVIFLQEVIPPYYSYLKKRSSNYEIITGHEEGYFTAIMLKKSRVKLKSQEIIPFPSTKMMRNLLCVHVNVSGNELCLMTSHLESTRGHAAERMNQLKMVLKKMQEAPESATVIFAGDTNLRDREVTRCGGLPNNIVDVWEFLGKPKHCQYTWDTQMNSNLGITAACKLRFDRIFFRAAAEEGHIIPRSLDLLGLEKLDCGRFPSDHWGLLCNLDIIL
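test system = human TDP2 enzyme | input = TDP2 enzyme at 120 nM final | medium = 50 mM Tris-HCl pH 7.5 with Mg2+, KCl, DTT, BSA | also added = T5PNP substrate, 5 mM | times = 2 h at 37 °C | technique = epi absorbance | benchmarks = high control without enzyme, low control DMSO plus TDP2 | replication = each compound tested once, singlicate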
Starred values were filed as active, the others as inactive.

For Fc1ccc(/C=N/N2CCCCC2)c(F)c1 the results were MBD2 inh 3, mABHD4 FP -2, HTRA1 inh 5, rCAG binder 0, PRMT1 inh 0, TCR-CD3 inh -4, SIAE inh -4, LEDGF integ inh -2, GC-B act 6 and TDP2 absorb 17.
Screening Cc1cccn2c(=O)nc(SCC(=O)NC3CCCCC3)nc12 returned MBD2 inh 1, mABHD4 FP -4, HTRA1 inh 7, rCAG binder 1, PRMT1 inh -3, TCR-CD3 inh -15, SIAE inh -4, LEDGF integ inh 6, GC-B act 4 and TDP2 absorb -8.
Screening Cn1c(N)c(C(=O)COC(=O)C2Cc3ccccc3CN2S(C)(=O)=O)c(=O)n(C)c1=O (stereo unspecified) returned MBD2 inh 6, mABHD4 FP -1, HTRA1 inh -1, rCAG binder 8, PRMT1 inh -4, TCR-CD3 inh 1, SIAE inh 0, LEDGF integ inh -1, GC-B act 7 and TDP2 absorb 3.
For COc1ccccc1-c1c(C)nn2c(N3CCC(C)CC3)cc(C)nc12 the results were MBD2 inh -1, mABHD4 FP 0, HTRA1 inh 1, rCAG binder 2, PRMT1 inh -1, TCR-CD3 inh 9, SIAE inh -2, LEDGF integ inh 3, GC-B act -6 and TDP2 absorb 4.
`N=C1N(/N=C/c2ccccc2)C(=Nc2ccccc2)C(=S)N1c1ccccc1` gave MBD2 inh -8, mABHD4 FP 1, HTRA1 inh 15, rCAG binder 18, PRMT1 inh 4, TCR-CD3 inh -4, SIAE inh 4, LEDGF integ inh 0, GC-B act -3 and TDP2 absorb 7.
COc1ccc(/C=N/NC(=O)CSCC(=O)Nc2ccccc2)cc1 was read as MBD2 inh 8, mABHD4 FP 5, HTRA1 inh 0, rCAG binder 6, PRMT1 inh 5, TCR-CD3 inh -5, SIAE inh -2, LEDGF integ inh -6, GC-B act -9 and TDP2 absorb 3.
`CCC1(c2ccccc2)NC(=O)N(CC(=O)Nc2cc(S(=O)(=O)N3CCCCCC3)ccc2OC)C1=O` (stereo unspecified) gave MBD2 inh -2, mABHD4 FP -12, HTRA1 inh -40, rCAG binder 4, PRMT1 inh 2, TCR-CD3 inh 7, SIAE inh -18, LEDGF integ inh 1, GC-B act 4 and TDP2 absorb 12.
For CCOc1ccccc1NC(=O)COC(=O)CN1C(=O)NC(C)(C)C1=O the results were MBD2 inh 0, mABHD4 FP -6, HTRA1 inh 6, rCAG binder 2, PRMT1 inh -2, TCR-CD3 inh -5, SIAE inh 1, LEDGF integ inh 1, GC-B act 2 and TDP2 absorb -6.
COc1ccc(-n2c(CNC(=O)COc3ccc(Cl)cc3Cl)n[nH]c2=S)cc1 was read as MBD2 inh -2, mABHD4 FP -2, HTRA1 inh 0, rCAG binder 11, PRMT1 inh 7, TCR-CD3 inh 8, SIAE inh 3, LEDGF integ inh -2, GC-B act -11 and TDP2 absorb 5.
CN(C(=O)COC(=O)c1ccc(Cl)cc1N)C1CCCCC1 was read as MBD2 inh 4, mABHD4 FP 2, HTRA1 inh -5, rCAG binder -3, PRMT1 inh -2, TCR-CD3 inh 5, SIAE inh 2, LEDGF integ inh -1, GC-B act -3 and TDP2 absorb 5.
For COc1cc(NC(=O)CN2C(=O)C(=O)N(C3CCCC3)C2=O)cc(OC)c1 the results were MBD2 inh -4, mABHD4 FP -9, HTRA1 inh 0, rCAG binder 6, PRMT1 inh -2, TCR-CD3 inh 0, SIAE inh -10, LEDGF integ inh 9, GC-B act 2 and TDP2 absorb -9.
Screening CC(=O)NN1C(=O)/C(=C/c2ccc(Br)o2)SC1=S returned MBD2 inh 2, mABHD4 FP 16, HTRA1 inh -12, rCAG binder 13, PRMT1 inh 25*, TCR-CD3 inh 2, SIAE inh 5, LEDGF integ inh 13, GC-B act 1 and TDP2 absorb 3.
Screening CC(=O)c1ccc(N2CCN(C(=O)c3ccc(NC(=O)C4CCCO4)cc3)CC2)cc1 (stereo unspecified) returned MBD2 inh 2, mABHD4 FP 3, HTRA1 inh 2, rCAG binder -7, PRMT1 inh -1, TCR-CD3 inh -2, SIAE inh 4, LEDGF integ inh 0, GC-B act 1 and TDP2 absorb 7.
For Cc1ccc(-c2nc(C)sc2CC(=O)Nc2cccc(C)c2C)cc1 the results were MBD2 inh 0, mABHD4 FP 6, HTRA1 inh 2, rCAG binder -3, PRMT1 inh 2, TCR-CD3 inh 0, SIAE inh -3, LEDGF integ inh -1, GC-B act -3 and TDP2 absorb -13.
Screening Cc1c(O)ccc2c(CN3CCN(CCO)CC3)cc(=O)oc12 returned MBD2 inh 2, mABHD4 FP -4, HTRA1 inh -2, rCAG binder 1, PRMT1 inh 0, TCR-CD3 inh -1, SIAE inh 5, LEDGF integ inh -1, GC-B act 2 and TDP2 absorb -3.
Screening Cc1ccc(C)c(N(C)S(=O)(=O)c2ccc3[nH]cc(C(=O)NCCN4CCOCC4)c(=O)c3c2)c1 returned MBD2 inh -5, mABHD4 FP 2, HTRA1 inh -4, rCAG binder 6, PRMT1 inh -2, TCR-CD3 inh 6, SIAE inh -1, LEDGF integ inh 1, GC-B act -5 and TDP2 absorb 1.
Screening S=C(Nc1cccc2ccccc12)NC1CCCCC1 returned MBD2 inh 0, mABHD4 FP -1, HTRA1 inh -10, rCAG binder -2, PRMT1 inh -1, TCR-CD3 inh 1, SIAE inh 9, LEDGF integ inh 0, GC-B act -11 and TDP2 absorb 11.
Screening COc1ccc(-n2c(CN3CCN(c4ccccc4OC)CC3)nc3ccc([N+](=O)[O-])cc3c2=O)c(OC)c1 returned MBD2 inh -2, mABHD4 FP 3, HTRA1 inh -5, rCAG binder 4, PRMT1 inh -1, TCR-CD3 inh 8, SIAE inh 11, LEDGF integ inh -2, GC-B act -4 and TDP2 absorb 15.
O=C(Nc1ccc2ccccc2c1)[C@@H]1C[C@H]1[C@@H](NP(=O)(c1ccccc1)c1ccccc1)c1ccccc1 was read as MBD2 inh 0, mABHD4 FP -29, HTRA1 inh -60, rCAG binder 7, PRMT1 inh -2, TCR-CD3 inh 0, SIAE inh -26, LEDGF integ inh 0, GC-B act -15 and TDP2 absorb -8.
For Cc1ccc(S(=O)(=O)NC(=O)NCc2ccccc2)cc1 the results were MBD2 inh -7, mABHD4 FP 12, HTRA1 inh 3, rCAG binder -2, PRMT1 inh 1, TCR-CD3 inh -11, SIAE inh 2, LEDGF integ inh 3, GC-B act 4 and TDP2 absorb -1.
CCCCn1c(SCC(=O)c2ccccc2)nc2ccsc2c1=O was read as MBD2 inh 2, mABHD4 FP -5, HTRA1 inh -8, rCAG binder -1, PRMT1 inh -4, TCR-CD3 inh 5, SIAE inh 3, LEDGF integ inh 2, GC-B act 5 and TDP2 absorb -4.
Screening O=C(CCC1CCN(C(=O)c2ccco2)CC1)NCc1ccc(F)cc1 returned MBD2 inh 0, mABHD4 FP -4, HTRA1 inh -4, rCAG binder -3, PRMT1 inh -1, TCR-CD3 inh 4, SIAE inh 8, LEDGF integ inh 2, GC-B act -1 and TDP2 absorb 6.
`COC(=O)C1CCN(S(=O)(=O)CCNC(=O)c2ccccc2)CC1` gave MBD2 inh -2, mABHD4 FP 1, HTRA1 inh 1, rCAG binder 2, PRMT1 inh -2, TCR-CD3 inh 3, SIAE inh 0, LEDGF integ inh -7, GC-B act 2 and TDP2 absorb 2.
O=C(Nc1ccc(OCc2ccccc2)cc1)Nc1nnc([C@H]2C[C@H](O)[C@@H](CO)O2)s1 was read as MBD2 inh -5, mABHD4 FP -11, rCAG binder 14, PRMT1 inh -2, TCR-CD3 inh -1, SIAE inh 4, LEDGF integ inh 0, GC-B act -1 and TDP2 absorb -3.

At a glance, some entries already given:
CCCCn1c(SCC(=O)c2ccccc2)nc2ccsc2c1=O was read as MBD2 inh 2, mABHD4 FP -5, HTRA1 inh -8, rCAG binder -1, PRMT1 inh -4, TCR-CD3 inh 5, SIAE inh 3, LEDGF integ inh 2, GC-B act 5 and TDP2 absorb -4.
Screening O=C(CCC1CCN(C(=O)c2ccco2)CC1)NCc1ccc(F)cc1 returned MBD2 inh 0, mABHD4 FP -4, HTRA1 inh -4, rCAG binder -3, PRMT1 inh -1, TCR-CD3 inh 4, SIAE inh 8, LEDGF integ inh 2, GC-B act -1 and TDP2 absorb 6.
`COC(=O)C1CCN(S(=O)(=O)CCNC(=O)c2ccccc2)CC1` gave MBD2 inh -2, mABHD4 FP 1, HTRA1 inh 1, rCAG binder 2, PRMT1 inh -2, TCR-CD3 inh 3, SIAE inh 0, LEDGF integ inh -7, GC-B act 2 and TDP2 absorb 2.
O=C(Nc1ccc(OCc2ccccc2)cc1)Nc1nnc([C@H]2C[C@H](O)[C@@H](CO)O2)s1 was read as MBD2 inh -5, mABHD4 FP -11, rCAG binder 14, PRMT1 inh -2, TCR-CD3 inh -1, SIAE inh 4, LEDGF integ inh 0, GC-B act -1 and TDP2 absorb -3.

(cont.)
COc1cccc(C(=O)NCC(=O)N2CCN(c3ccc(C(F)(F)F)cn3)CC2)c1 was read as MBD2 inh 2, mABHD4 FP -6, HTRA1 inh -4, rCAG binder -5, PRMT1 inh -2, TCR-CD3 inh -4, SIAE inh 1, LEDGF integ inh 1, GC-B act 2 and TDP2 absorb -1.
`O=C1C2C3C=CC(C3)C2C(=O)N1CCCCCCN1C(=O)C2C3C=CC(C3)C2C1=O` (stereo unspecified) gave MBD2 inh 3, mABHD4 FP 12, HTRA1 inh -6, rCAG binder -7, PRMT1 inh -1, TCR-CD3 inh 2, SIAE inh 3, LEDGF integ inh 0, GC-B act 7 and TDP2 absorb -2.
O=C(CCNC(=O)c1ccccc1)NNC(=O)c1ccccc1Br was read as MBD2 inh -7, mABHD4 FP 1, HTRA1 inh 0, rCAG binder 0, PRMT1 inh 2, TCR-CD3 inh -1, SIAE inh 13, LEDGF integ inh 3, GC-B act -1 and TDP2 absorb 4.
`Cc1ccc(SCC(=O)Nc2ccc(S(=O)(=O)Nc3ncccn3)cc2)cc1` gave MBD2 inh -3, mABHD4 FP 0, HTRA1 inh -6, rCAG binder 10, PRMT1 inh 2, TCR-CD3 inh 0, SIAE inh 1, LEDGF integ inh 0, GC-B act -1 and TDP2 absorb 5.
For CCOC(=O)c1ccc(N2CCN(c3ccccc3F)CC2)c(NC(=O)Nc2ccccc2)c1 the results were MBD2 inh -7, mABHD4 FP -55, HTRA1 inh -55, rCAG binder 20, PRMT1 inh -3, TCR-CD3 inh -3, SIAE inh -44, LEDGF integ inh 1, GC-B act 5 and TDP2 absorb -3.
For Cc1nc2ccc(Br)cc2c(-c2ccccc2)c1C(=O)O the results were MBD2 inh -6, mABHD4 FP -10, HTRA1 inh 0, rCAG binder 4, PRMT1 inh -1, TCR-CD3 inh -5, SIAE inh -5, LEDGF integ inh 5, GC-B act 17 and TDP2 absorb -27.

Only part of the results is shown. The share of hits here may be higher or lower than overall.
